High-throughput results as filed in PubChem.
TbMetRS inhib = blocks T. brucei methionyl-tRNA synthetase activity; purified T. brucei MetRS, ATP depletion, Kinase-Glo luminescence; inhibition, % at 11.9 µM; 360,000 tested, 0.4% active;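 active = inhibition above a per-plate cutoff of the control wells' mean inhibition plus 3 SD, cut at about 5.5% in these data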;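 also: 0% = DMSO wells median and 100% = median of wells with control inhibitor compound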
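assay system = parasite MetRS enzyme | timing = 15 min preincubation, 2 h reaction, all 25 °C | evaluation = percent inhibition relative to median high and low control wells | medium = HEPES buffer containing pyrophosphatase, BSA, spermine, DTT | compound = single dose, 11.9 µM final nominal, 0.9% final DMSO | detection = Kinase-Glo luminescence, ATP depletion format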
NadD block = blocks S. aureus nicotinate mononucleotide adenylyltransferase; inhibition, % at 20 µM; purified NadD enzyme, colorimetric absorbance read-out; 360,000 tested, 0.78% active; in the data active = inhibition above about 26%; also: some compounds past the cut are filed as inactive
CSN inh = inhibitors of human CSN-mediated cullin deneddylation; Purified CSN, SCF-Nedd8-OG deneddylation, fluorescence polarization; inhibition, % at 12.5 µM; 360,000 tested, 0.38% active;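 active = pattern-corrected inhibition above about 35%, with an unprinted fluorescence ratio check between 0.5 and 1.5, limit read from the data, passing the limit was not always enough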;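 also: 0% = enzyme with substrate and 100% = substrate without enzyme; some results filed as inactive read as strong as hits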
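Material: human Csn5 produced in HEK293T cells; Input: enzyme 0.24 nM; Reagent: SCFSkp2-Nedd8OG substrate at 10 nM final; Dosing: 12.5 µM compound; Incubation: 90 min reaction at room temperature; Detection: fluorescence polarization of the substrate; Evaluation: % inhibition of substrate cleavage by Csn5; Control set: substrate-only high control, full reaction low control.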
LMPTP block = blocks human LMPTP phosphatase | recombinant LMPTP-A, OMFP fluorogenic substrate, fluorescence intensity | AID 651560 | inhibition, % at 20 µM | 360,000 tested, 0.22% active;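 active = compounds that cut the enzyme signal by at least half of the control window in the single-dose screen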;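 also: plate controls were DMSO wells with enzyme plus substrate for no effect and substrate without enzyme for full effect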
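Assay system: LMPTP-A phosphatase enzyme | Input: 0.625 nM enzyme | Also added: Fluorogenic phosphatase substrate OMFP at 400 µM final | Compound dosing: One test concentration per compound, 20 µM, with 3% DMSO overall | Schedule: 50 min enzyme reaction at room temperature, protected from light | Signal: Fluorescence intensity | Benchmarks: no-enzyme and uninhibited controls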
STEP inh = STEP (human) phosphatase inhibition; 360,000 tested, 0.25% active; recombinant STEP, OMFP fluorogenic substrate, fluorescence; inhibition, % at 20 µM;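 active = inhibition at 20 µM, scaled per plate between control wells, above about 37%, limit read from the data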;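 also: 0% = DMSO with enzyme and substrate and 100% = substrate only without enzyme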
Target sequence (P54829 whole entry, looked up): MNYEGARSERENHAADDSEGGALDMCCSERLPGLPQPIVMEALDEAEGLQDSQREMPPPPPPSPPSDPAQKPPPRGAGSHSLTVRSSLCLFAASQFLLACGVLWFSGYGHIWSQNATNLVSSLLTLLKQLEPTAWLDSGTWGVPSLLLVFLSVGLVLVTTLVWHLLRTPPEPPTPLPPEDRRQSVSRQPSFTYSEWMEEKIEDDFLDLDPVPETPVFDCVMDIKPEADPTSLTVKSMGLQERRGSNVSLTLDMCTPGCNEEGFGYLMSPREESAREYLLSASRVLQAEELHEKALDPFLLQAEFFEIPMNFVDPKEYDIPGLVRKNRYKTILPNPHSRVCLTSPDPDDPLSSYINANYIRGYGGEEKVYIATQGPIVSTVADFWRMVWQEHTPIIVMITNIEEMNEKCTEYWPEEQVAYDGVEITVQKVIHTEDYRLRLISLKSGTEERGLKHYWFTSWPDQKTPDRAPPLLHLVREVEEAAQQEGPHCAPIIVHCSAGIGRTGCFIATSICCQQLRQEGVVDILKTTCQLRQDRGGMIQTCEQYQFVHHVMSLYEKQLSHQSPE
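Test system: STEP tyrosine phosphatase / Reagent: OMFP at 25 µM / Doses: 20 µM, 1% DMSO / Read-out: percent inhibition scaled to no-enzyme and uninhibited-enzyme controls, plate-pattern corrected / Detection: FITC-channel fluorescence of OMFP product / Medium: Bis-Tris buffer pH 6.0, 2.5 mM DTT, 0.005% Tween 20 / Schedule: 20 min at room temperature, dark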
Scp-1 inhibitor = inhibitors of human Scp-1 phosphatase | Q9GZU7 | 340,000 tested, 0.88% active | Recombinant Scp1, phosphopeptide, malachite green phosphate absorbance | inhibition, % at 20 µM | AID 493091;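 active = inhibition above about 50% at 20 µM, limit read from the data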;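 also: plate controls were DMSO wells with enzyme for no effect and wells lacking enzyme for full effect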
Target sequence (Q9GZU7 76-261 limits assumed): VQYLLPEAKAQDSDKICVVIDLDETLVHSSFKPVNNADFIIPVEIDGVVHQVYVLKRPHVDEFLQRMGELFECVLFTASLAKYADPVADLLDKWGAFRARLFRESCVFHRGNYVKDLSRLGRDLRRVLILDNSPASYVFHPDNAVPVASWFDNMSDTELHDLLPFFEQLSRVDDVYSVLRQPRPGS
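Times: enzyme reaction 45 min at room temperature, colour 5 min, stabilisation 30 min. Material: SCP-1 catalytic fragment, aa 76-261. Medium: Acidic Tris acetate buffer with magnesium and detergent. Signal: colorimetric free-phosphate detection, absorbance 630 nm. Read-out basis: % inhibition of SCP-1 phosphate liberation. Reagent: Phosphorylated 17-residue peptide substrate.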
SUMO1 PPI mod = alters human SUMO1 binding to SIM partners; 360,000 tested, 0.33% active; P63165; inhibition, % at 20 µM; SUMO1 binding to a labelled peptide, TR-FRET, 1 h; in the data active = inhibition above about 37%
MsrA inh = inhibitors of bovine MsrA; AID 651718; 360,000 tested, 0.75% active; purified bovine MsrA, absorbance read-out; inhibition, % at 15.5 µM; in the data active = inhibition above about 4.5%;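 also: 0% = vehicle wells with enzyme and 100% = reference inhibitor wells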
DNMT1 inh = blocks human DNA methyltransferase DNMT1; AID 588458; DNMT1 molecular beacon, Hinp1I cleavage, fluorescence; 360,000 tested, 0.83% active; inhibition (reported as % activation of signal), % at 10 µM; P26358; in the data active = inhibition above about 50%
Rpn11 block = Rpn11 (human) deubiquitinase inhibition. O00487. human 26S proteasome, Ub4-pepOG fluorescence polarization; 20S core pre-blocked with epoxomicin. calls only at 20 µM. AID 588493. 360,000 tested, 0.59% active;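 active = inhibition at 20 µM, scaled to each plate's controls, above about 33%, limit read from the data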
Target sequence (O00487 whole entry, looked up): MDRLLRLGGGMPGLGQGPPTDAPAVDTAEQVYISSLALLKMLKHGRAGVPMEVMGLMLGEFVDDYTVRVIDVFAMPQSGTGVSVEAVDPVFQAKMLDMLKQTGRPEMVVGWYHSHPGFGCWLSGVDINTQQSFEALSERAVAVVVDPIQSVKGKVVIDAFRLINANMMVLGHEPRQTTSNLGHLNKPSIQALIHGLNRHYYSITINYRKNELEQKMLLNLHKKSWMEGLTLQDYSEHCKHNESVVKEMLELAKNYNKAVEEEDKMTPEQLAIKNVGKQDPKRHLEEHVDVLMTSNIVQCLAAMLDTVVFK
Numbers without * were called inactive; i = inactive; . = not tested or not shown; & = joins results of further samples. Not a hit list, and some 3.9% of all compounds hit somewhere here.

SMILES	TbMetRS inhib	NadD block	CSN inh	LMPTP block	STEP inh	Scp-1 inhibitor	SUMO1 PPI mod	MsrA inh	DNMT1 inh	Rpn11 block
O=C1c2ccccc2C(=O)N1Cc1cc(Cl)c(O)c([N+](=O)[O-])c1	-0.2	-2	17	-7.7	5	6	-17	-0.7	5	i
CCN(c1ccccc1)S(=O)(=O)c1nnc(NC(=O)C(C)C)s1	-0.9	-8	1	-1.9	-2	-2	-7	1.4	-1	i
Cc1c(C(=O)N2CCCC2)c(S(=O)(=O)NCCc2ccccc2)c(C)n1C	0.2	-3	5	-1.0	0	-6	1	0.7	0	i
O=C(CC1(O)C(=O)Nc2ccccc21)c1ccc2c(c1)OCO2 (configuration not stated)	-0.9	-1	2	-0.9	0	4	-6	-0.5	3	i
CCCc1nc2c(sc3nc4c(cc32)COC(C)(C)C4)c(=O)o1	0.0	-9	1	0.0	1	-11	-4	-0.6	-2	i
O=C(NNC(=O)c1ccccc1O)c1ccc(Cl)c(S(=O)(=O)N2CCc3ccccc32)c1	-0.1	24	2	3.9	-1	-11	4	1.1	-3	i
COc1c(C)cc(Br)cc1C(=O)Nc1ccccc1C	-0.5	0	6	-0.1	2	-5	4	1.2	0	i
CN(C)CCNC(=O)c1ccc(Cl)s1	-1.5	-1	-1	-3.7	2	-8	0	-0.7	0	i
COc1ccc(N2Cc3cccc(C(=O)O)c3C2=O)cc1	0.6	0	32	6.7	6	82*	16	.	87*	i
OCC1CCCN(C(=S)NCCc2ccccc2)C1 (configuration not stated)	-0.3	3	1	-2.0	-1	-6	0	0.4	3	i
CC1(c2ccc(Cl)cc2)NC(=O)N(CC(=O)N2CCc3ccccc32)C1=O (configuration not stated)	0.3	-1	-1	0.4	-2	-4	1	0.0	-2	i
Cc1noc(C)c1S(=O)(=O)N(C)C[C@H]1Oc2c(NC(=O)NC(C)C)cccc2C(=O)N([C@H](C)CO)C[C@@H]1C	-0.3	4	-5	-1.0	-1	-5	-2	-0.3	0	i
O=C(CCNC(=O)c1ccc([N+](=O)[O-])cc1)Nc1cc(Cl)ccc1N1CCOCC1	-0.4	0	0	-0.9	0	-4	-31	0.1	2	i
CC(=O)N1CCN(Cc2nc3cc(NC(=O)c4ccccc4Cl)ccc3n2C)CC1	0.1	-7	-2	-2.4	-4	-12	6	0.4	0	i
CCNC(=S)N1CCN(S(=O)(=O)c2ccc(Cl)s2)CC1	-0.1	3	3	-0.5	1	11	2	0.5	1	i

5 compounds drawn at random from the list so far:
SMILES	TbMetRS inhib	NadD block	CSN inh	LMPTP block	STEP inh	Scp-1 inhibitor	SUMO1 PPI mod	MsrA inh	DNMT1 inh	Rpn11 block
O=C(NNC(=O)c1ccccc1O)c1ccc(Cl)c(S(=O)(=O)N2CCc3ccccc32)c1	-0.1	24	2	3.9	-1	-11	4	1.1	-3	i
O=C1c2ccccc2C(=O)N1Cc1cc(Cl)c(O)c([N+](=O)[O-])c1	-0.2	-2	17	-7.7	5	6	-17	-0.7	5	i
O=C(CC1(O)C(=O)Nc2ccccc21)c1ccc2c(c1)OCO2 (configuration not stated)	-0.9	-1	2	-0.9	0	4	-6	-0.5	3	i
COc1ccc(N2Cc3cccc(C(=O)O)c3C2=O)cc1	0.6	0	32	6.7	6	82*	16	.	87*	i
CCN(c1ccccc1)S(=O)(=O)c1nnc(NC(=O)C(C)C)s1	-0.9	-8	1	-1.9	-2	-2	-7	1.4	-1	i

Next part
SMILES	TbMetRS inhib	NadD block	CSN inh	LMPTP block	STEP inh	Scp-1 inhibitor	SUMO1 PPI mod	MsrA inh	DNMT1 inh	Rpn11 block
C=CCn1c(CNS(=O)(=O)c2ccc(Cl)cc2)n[nH]c1=S	-0.5	-2	-3	-1.1	-5	4	1	-0.9	0	i
Cc1ncoc1C(=O)N1CCc2c([nH]c3ccccc23)C1C(C)(C)C (configuration not stated)	-0.5	-9	1	0.8	-1	-5	-2	-0.1	-4	i
O=C(NCc1ccc(Cl)cc1)C1CCCN(S(=O)(=O)c2cnc[nH]2)C1 (configuration not stated)	-0.4	2	-7	-0.7	0	-9	0	-0.7	1	i
C[C@@H]([C@@H](O)c1ccccc1)N(C)C(=O)C(N)Cc1ccccc1 (some centres not stated)	-0.5	1	-7	0.7	-2	-6	-1	0.3	0	i
O=C(OCc1cccc([N+](=O)[O-])c1)c1cnccn1	0.2	2	2	-2.8	3	-2	-13	0.8	-2	i
COc1ccc2cc(OCC(=O)NNC(=O)Nc3ccc(C(C)=O)cc3)ccc2c1	0.6	-7	4	23	6	0	-18	0.2	72*	i
CC1CCN(C(=O)CSc2nc(N)c(NC(=O)c3ccccc3)c(=O)[nH]2)CC1	-0.3	4	0	-0.2	-2	4	3	-1.2	3	i
CC(C)(C)N=C1NC(=NC(C)(C)C)c2ccccc21	-1.1	-6	7	5.7	2	-6	-8	0.5	10	i
COc1cnc(-c2ccccn2)nc1Oc1ccc(F)cc1F	0.1	2	-3	-0.3	4	2	3	0.1	-2	i
O=[N+]([O-])c1cc2oc3c(c2c(C=NCc2ccccc2)c1O)CCCC3	1.4	22	74*	1.3	-1	1	-18	1.7	1	.
CCOC(=O)N1CCN(C(=O)C2CCN(C(=O)c3cc4sccc4n3CC)CC2)CC1	-0.3	4	-2	-1.3	-2	-1	-5	0.3	2	i
Cc1ccc(-c2nnn(CC(=O)N(CC3CCCO3)C(C(=O)NCC3CCCO3)c3ccc(F)cc3)n2)o1 (configuration not stated)	-0.1	-1	0	-3.2	7	-15	1	-1.0	3	i
CCOc1cccc(/C=C/c2ccc3cccc(O)c3n2)c1OC	-0.7	3	-2	4.8	6	-7	-14	1.8	-7	i
COc1ccccc1CNc1nc2cc(-c3ccc(OC)c(OC)c3)sc2c(=O)n1C	-0.3	8	4	2.9	1	.	-32	1.9	-7	i
Cc1ccc2c(CSc3nnc(N)s3)cc(=O)oc2c1	-0.6	6	1	-2.0	-5	1	-4	0.7	0	i
CC1(C)C(=O)Nc2ccccc2N1C(=O)COC(=O)c1cc([N+](=O)[O-])ccc1N	-0.9	-5	-5	-1.8	0	6	-20	2.3	-2	i
CCCc1ccc(C(C)NC(=S)NC2CCCCC2)cc1 (configuration not stated)	-0.2	1	-5	3.5	2	1	2	-0.6	6	i
CCCCNc1c(-c2cccc(Sc3ccc(OC)cc3)c2)nc2ccccn12	0.1	0	-3	9.0	1	14	6	1.7	-25	i
Cn1c(CCNC(=O)c2ccc(Cl)c(Cl)c2)nnc1SCc1ccc(Cl)c(Cl)c1	0.5	-8	-8	4.5	-2	12	0	0.2	-11	i
CC1CCC(C(C)C)C(OC(=O)Cn2c(-c3ccccc3)[n+](C)c3ccccc32)C1 (configuration not stated)	-0.1&-0.7	4&-1	-3&2	0.2&0.1	-4&-5	2&12	0&-3	-0.8&-1.2	7&9	i
N#CCCN(C(=O)COC(=O)CCNS(=O)(=O)c1ccccc1)c1ccccc1	-0.4	-5	-2	-0.2	-3	4	0	0.6	1	i
CC(=O)Nc1ccc(C(F)(F)F)cc1Cl	0.2	-1	0	-1.1	-2	0	5	0.8	2	i
CCN(CC)CCn1c2c(c(SCC(=O)Nc3nccs3)nc1=O)CCCC2	-0.5	-5	0	-0.4	-1	-2	5	2.6	0	i
COC(=O)C1CC(c2c(OC)cc(OC)cc2OC)=NO1 (configuration not stated)	-0.2	-5	2	-2.3	2	-4	-2	-0.3	2	i
Cc1cc[n+](CC[n+]2ccc(C)cc2)cc1	-0.2	1	5	-8.8	11	1	-36	0.3	-1	i
Cc1cc(C)c(C(=O)OCC(=O)NCc2cccs2)c(C)c1	0.1	-7	3	-1.8	0	-11	0	0.6	-4	i
O=C(CSc1nnnn1-c1ccccc1)Nc1ccc(N2CCOCC2)cc1	-1.2	-8	-1	-0.1	-2	-6	-2	-0.3	1	i
CCCCN(CCCC)S(=O)(=O)c1ccc(N2CCCC2=O)c([N+](=O)[O-])c1	-0.6	-6	-4	1.0	2	-9	-9	0.9	-5	i
CCC(C)(C)NC(=O)C(c1ccc(OC)cc1)N(Cc1ccco1)C(=O)CCC(=O)Nc1cc(C)on1 (configuration not stated)	-0.3	4	-7	-1.4	3	3	10	-3.2	0	i
O=C(c1ccc(Cl)c(Cl)c1)N1CCC(=O)N(C(COCc2ccccc2)Cc2ccccc2)CC1 (configuration not stated)	-0.5	-6	-4	4.5	2	-4	10	-1.3	8	i
O=C(NNS(=O)(=O)c1cccc(Cl)c1Cl)c1cccc(S(=O)(=O)N2CCOCC2)c1	-1.8	-6	1	-1.6	-3	-3	2	0.0	4	i
COC(=O)[C@]1(Cc2ccccc2)N[C@H](CN(C)C(=O)NC(C)C)[C@@H]2C(=O)N(C)C(=O)[C@@H]21	-0.2	0	3	-0.7	-4	-4	5	-0.1	-1	i
Cc1ccsc1C(=O)OCC(=O)NCc1ccc(Cl)cc1	-0.4	-6	2	1.1	-4	-3	2	-0.8	9	i
CCCCCC(=O)N1C[C@H](O)[C@@H](n2cc(-c3ccc(F)cc3)nn2)C[C@@H]1c1ccc(Cl)cc1	-0.2	5	-2	1.9	2	.	8	1.1	-4	i
CS(=O)(=O)N1CCCC(C(=O)Nc2ccccc2)C1 (configuration not stated)	-1.5	0	-2	-0.8	0	0	4	0.1	5	i
CC(C)OC(=O)CSc1nc(N)c(C#N)c(-c2cccs2)c1C#N	0.5	-2	2	0.1	1	-2	-2	1.5	-2	i
CC(CC(=O)C1C(C)C=CCC1(C)C)NNC(N)=O (configuration not stated)	0.9	-1	-14	-0.7	1	-3	1	-0.6	-1	i
COc1ccccc1N1C(=O)CC(Sc2ncccc2C(=O)O)C1=O (configuration not stated)	-1.1	-1	-2	-0.3	-5	2	3	-0.5	1	i
CCc1nc2ccccc2c(C(=O)OC2CCCCC2=O)c1C (configuration not stated)	0.2	-3	9	0.3	0	-1	-1	-1.2	-2	i

2 of these compounds in a different format.
Compound,TbMetRS inhib,NadD block,CSN inh,LMPTP block,STEP inh,Scp-1 inhibitor,SUMO1 PPI mod,MsrA inh,DNMT1 inh,Rpn11 block
CS(=O)(=O)N1CCCC(C(=O)Nc2ccccc2)C1 (configuration not stated),-1.5,0,-2,-0.8,0,0,4,0.1,5,i
CC(C)OC(=O)CSc1nc(N)c(C#N)c(-c2cccs2)c1C#N,0.5,-2,2,0.1,1,-2,-2,1.5,-2,i
